FUS suppressor = qHTS for Suppressors of FUS Proteinopathy: Primary screen using FUS-linked yeast assay | S. cerevisiae FUS-expressing, growth rescue, OD600, 24 h | Potency, µM (titrated, usually from 76.6 µM), without a hit: top-dose growth rescue (activation), usual class: activators | hit rate 0.24% among 390,000;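 also: potency is read from the fitted curve at half-maximal effect; plate controls were DMSO vehicle for no effect and reference control for full effect; nearly all actives have a fitted effect of over 55% in size; some results filed as inactive show a strong effect at the top dose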
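FUS-expressing yeast, raffinose-pregrown, induced in 2% galactose minimal medium at OD 0.005; compounds in a dilution series, 24hr at 30C. Growth restoration read as absorbance at 600 nm. CP55940 positive control, DMSO negative.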
EPAC1 antagonist = qHTS for Antagonist of cAMP-regulated guanine nucleotide exchange factor 3 (EPAC1): primary screen; Potency, µM (titrated, usually from 115 µM), for inactives: top-dose activity change, negative = inhibition, usual class: inhibitors; EPAC1 GEF assay, Rap1b-BODIPY-GDP exchange fluorescence; hit rate 0.14% among 360,000; Rap guanine nucleotide exchange factor 3 (Homo sapiens), O95398;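 also: potency is read from the fitted curve at half-maximal effect; plate controls were vehicle for no effect and positive control for full effect; nearly all actives have a fitted effect of over 50% in size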
PI5P4K alpha inh = qHTS for Inhibitors of phosphatidylinositol 5-phosphate 4-kinase (PI5P4K); hit rate 1.2% among 330,000; max response, %; PI5P4Kalpha enzyme, ADP-Glo luminescence, 60 min; active compounds read low; active = max response of -50% or lower; inconclusive = between -30% and -50%; inactive = -30% or higher; also: value at the top dose of about 77 µM; % is scaled to controls: 0 for no effect and ±100 for the full control effect
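Controls without substrate or without enzyme flank wells where PI5P4Kalpha converts substrate using 5 microM ATP (final). Incubation lasts 60 minutes at room temperature; ADP formed is read by ADP-Glo luminescence.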
PLK1 PBD block = qHTS for Inhibitors of PLK1-PDB (polo-like kinase 1 - polo-box domain): Primary Screen | Serine/threonine-protein kinase PLK1 (Homo sapiens), P53350 | Plk1 PBD binding of FITC phosphopeptide, fluorescence polarization | Potency, µM, inactives show max response, negative = inhibition, hits mostly inhibitors | hit rate 2.8% among 360,000; also: potency is read from the fitted curve at half-maximal effect; series mostly up to about 57 µM; % is scaled to controls: 0 for no effect and ±100 for the full control effect; nearly all actives have a fitted effect of over 65% in size
Abeta yeast res = qHTS for compounds that reverse cellular toxicity of Amyloid beta (A-beta) peptide in yeast: Primary Screen; yeast expressing A-beta42, growth rescue, OD600, 48 h; response scale: 0% DMSO, 100% iron-clioquinol control; Potency, µM (top dose mostly 46.1 µM), for inactives: at the top dose growth rescue, usual class: activators; hit rate 0.063% among 410,000; AID 1347071, 2019; also: potency is read from the fitted curve at half-maximal effect; nearly all actives have a fitted effect of over 55% in size
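Yeast growth medium received pinned compounds, then yeast cells expressing toxic A-beta were added; plates incubated at 30 C for 48 hr. Growth read as absorbance at 600 nm, normalized to DMSO and equimolar FeCl3 plus clioquinol controls.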
WRN helicase inh = qHTS for Inhibitors of WRN Helicase. Bifunctional 3'-5' exonuclease/ATP-dependent helicase WRN (Homo sapiens), Q14191. WRN helicase unwinding, fluorescent forked duplex, kinetic. Potency, µM (top dose mostly 114 µM), without a hit: top-dose activity change, negative = inhibition, hits mostly inhibitors. hit rate 0.46% among 360,000. AID 651768, 2012; also: potency is read from the fitted curve at half-maximal effect; % is scaled to controls: 0 for no effect and ±100 for the full control effect; nearly all actives have a fitted effect of over 55% in size
Target sequence (Q14191 whole entry, looked up): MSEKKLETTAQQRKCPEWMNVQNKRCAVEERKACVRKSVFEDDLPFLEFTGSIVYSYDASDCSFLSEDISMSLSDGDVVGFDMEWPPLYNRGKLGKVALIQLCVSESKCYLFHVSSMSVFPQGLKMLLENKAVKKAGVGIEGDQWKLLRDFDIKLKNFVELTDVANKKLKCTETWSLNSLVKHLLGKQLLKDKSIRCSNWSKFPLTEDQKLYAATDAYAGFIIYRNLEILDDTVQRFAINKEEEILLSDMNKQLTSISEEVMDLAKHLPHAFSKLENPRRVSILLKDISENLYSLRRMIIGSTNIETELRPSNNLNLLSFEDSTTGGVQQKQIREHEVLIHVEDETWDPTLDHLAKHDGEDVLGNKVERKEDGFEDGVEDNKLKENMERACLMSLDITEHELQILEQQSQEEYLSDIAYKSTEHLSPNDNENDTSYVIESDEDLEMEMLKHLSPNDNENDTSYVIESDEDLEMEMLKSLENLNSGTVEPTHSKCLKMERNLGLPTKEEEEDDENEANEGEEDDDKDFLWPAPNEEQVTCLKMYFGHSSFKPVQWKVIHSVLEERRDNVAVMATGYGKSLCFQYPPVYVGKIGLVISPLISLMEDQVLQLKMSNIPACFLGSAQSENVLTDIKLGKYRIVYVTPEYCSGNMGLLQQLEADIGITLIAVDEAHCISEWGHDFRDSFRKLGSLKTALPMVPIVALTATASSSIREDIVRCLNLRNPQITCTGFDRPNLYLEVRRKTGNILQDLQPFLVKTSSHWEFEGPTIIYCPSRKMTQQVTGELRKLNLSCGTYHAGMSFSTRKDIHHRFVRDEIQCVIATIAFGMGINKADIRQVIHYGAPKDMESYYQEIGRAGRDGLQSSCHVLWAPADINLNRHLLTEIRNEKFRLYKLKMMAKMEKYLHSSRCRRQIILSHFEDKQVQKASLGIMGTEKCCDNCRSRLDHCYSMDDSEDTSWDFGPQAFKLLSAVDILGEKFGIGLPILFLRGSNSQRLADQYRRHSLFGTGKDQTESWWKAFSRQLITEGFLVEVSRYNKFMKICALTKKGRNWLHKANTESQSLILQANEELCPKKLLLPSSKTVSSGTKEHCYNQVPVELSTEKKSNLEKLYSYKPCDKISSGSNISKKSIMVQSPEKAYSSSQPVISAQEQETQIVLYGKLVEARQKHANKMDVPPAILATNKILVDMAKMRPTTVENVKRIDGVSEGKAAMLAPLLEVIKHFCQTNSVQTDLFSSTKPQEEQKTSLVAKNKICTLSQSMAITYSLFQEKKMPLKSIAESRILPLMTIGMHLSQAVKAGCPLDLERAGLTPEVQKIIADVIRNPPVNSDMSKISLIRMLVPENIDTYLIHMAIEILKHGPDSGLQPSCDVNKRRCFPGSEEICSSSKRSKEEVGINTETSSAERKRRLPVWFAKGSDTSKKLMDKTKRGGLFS
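Enzyme (20 nM final) and test compound sit together 15 min at room temperature before substrate addition. Substrate is a single-forked duplex oligonucleotide (100 nM) labelled with fluorophore and quencher, with 2 mM ATP; helicase unwinding raises red fluorescence, read kinetically.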
IL2 activator = qHTS of IL-2 Activators | AID 652025, 2013 | activation, % (series mostly up to about 46 µM) | IL-2 activation reporter assay, cell-based qHTS; stimulated with anti-CD3/CD4/CD28 beads; in transgenic mouse T cells | hit rate 0.065% among 360,000; in the data active = activation above about 50%; inconclusive = mostly about 30% to 49%; also: 0% is about no effect
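Readout is EGFP and DsRed signal by fluorescent plate cytometry after 18 h at 37 degrees C. Transgenic mouse T cells (750/well) received compound for 60 min before bead stimulation (anti-CD3, anti-CD4, anti-CD28); memory T cells served as non-tolerant control.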
EPAC1 agonist = qHTS for Agonist of cAMP-regulated guanine nucleotide exchange factor 3 (EPAC1): primary screen; AID 720707, 2013; Rap guanine nucleotide exchange factor 3 (Homo sapiens), O95398; Potency, µM (titrated, usually from 154 µM), inactives show at the top dose activation, hits mostly activators; hit rate 0.073% among 360,000; EPAC1 agonist qHTS, biochemical assay; response scale: 100% = response to 6.5 mM cAMP; also: potency is read from the fitted curve at half-maximal effect; nearly all actives have a fitted effect of over 60% in size
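Normalized to 6.5 mM cAMP, activity reflects EPAC1-catalysed release of BODIPY-GDP from Rap1B, followed kinetically over 30 min at 480 nm excitation, 540 nm emission. Reaction contained 100 nM EPAC1, 250 nM Rap1B-BODIPY-GDP, 50 uM GDP.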
An asterisk follows results filed as active; ? = inconclusive; nt = no result given; & = joins results of further samples; [ ] = dose if it differs, or a comment. Unless noted, calls follow the shape of the dose curve; as a rule, active = well fitted curve in the direction sought with a large enough effect; inconclusive = small, poorly fitted or top-dose-only effect, or another doubt; inactive = no such curve, though single readings can be large; an effect the other way counts as inactive or inconclusive.

Structure	FUS suppressor	EPAC1 antagonist	PI5P4K alpha inh	PLK1 PBD block	Abeta yeast res	WRN helicase inh	IL2 activator	EPAC1 agonist
CN(CC(=O)NNC(=O)c1cccnc1)S(=O)(=O)c1cc(Cl)ccc1Cl	20%	-3%	0	-16%	-9%	1%	-0.5	0%
CCOc1cc(N2CCOCC2)c(OCC)cc1NC(=O)Cn1cnc2c(=O)n(C)c(=O)n(C)c21	-17%	-1%	0	-1%	-6%	-2%	0.6	5%
CCN(CC)c1ncnc2c1ncn2Cc1c(Cl)cccc1Cl	9%	1%	3	-15%	-34%	-4%	-3.4	0%
Cc1cc(NC(=O)CSc2nnnn2-c2ccccc2)no1	13%	-1%	1	-2%	-8%	0%	0.3	3%
C/[N+]([O-])=C\c1cccc(OCCN2CCN(c3ncc(C(F)(F)F)cc3Cl)CC2)c1	-2%	-9%	-6	12µM*	-13%	7%	-0.3	13%
COC(=O)c1nc(Cl)c(Cl)c(N)c1Cl	-9%	-2%	-3	-2%	9%	5%	-3.0	2%
CCCc1nc2ccc(Cl)cn2c1Cc1ccccc1OC	-7%	-7%	2	-2%	7%	-8%	-0.8	-9%
CCOc1ccc2[nH]c(=O)c(CN(Cc3ccc(F)cc3)C(=O)c3ccco3)cc2c1	7%	2%	-10	-8%	10%	-9%	0.0	-8%
O=C(O)c1cn(-c2ccccc2)nc1-c1ccc(Cl)cc1	47%	0%	nt	-3%	-10%	-14%	-2.0	3%
COc1ccccc1NC(=O)CSc1n[nH]c(Cc2ccccc2)n1	6%	6%	1	-2%	6%	3%	-0.5	-17%
CCOc1ccc(NC(=O)NCCN2CCN(c3cccc(C)c3C)CC2)cc1	14%&-14%	34%	-2	2%	-1%&-4%	-6%	-4.5	-3%
COc1ccc2c(CC(=O)N3CCN(S(=O)(=O)c4ccc(F)cc4)CC3)coc2c1	32%	-22%	-53*	-12%	18%	-28%	-0.2	23%
COc1ccc2c(c1)n([O-])c1c([n+]2=O)CCC1	18%	7%	?	-17%	17%	-14%[57.1 µM]	0.9	9%
N#Cc1c(N)n(-c2cccc(C(=O)O)c2)c2nc3ccccc3nc12	6%	-1%	-8	-7%	6%	-18%[11.6 µM]	0.3	9%
Cn1c(C(=O)O)cnc1Sc1ncc(C(F)(F)F)cc1Cl	-12%	-13%	0	-7%	2%	-3%	-2.6	9%
OCC[C@H]1C[C@H](O)[C@@H](O)[C@@]2(Cc3ccccc3CO2)O1	-13%	3%	-6	-5%	2%	11%	-0.5	-3%
Cc1ccc(S(=O)(=O)N2C[C@H]3C(=O)C[C@@H](c4ccc(Cl)cc4)N(S(=O)(=O)c4ccccc4C)[C@H]3C[C@H]2c2ccc(Cl)cc2)cc1	19%	8%	-1	-16%	5%	2%	-0.1	-4%
COc1ccc(CNC(=O)c2cnn3c(C(F)F)cc(C)nc23)cc1	4%	4%	-7	-4%	-4%	7%[57.1 µM]	-1.9	-4%
Cc1ccc(C)c(C(=O)CN2C(=O)CCC2=O)c1	-11%	1%	-5	0%	5%	-1%	1.7	9%
COc1oc(-c2ccccc2C)nc1C(F)(F)F	-20%	10%	1	-5%	9%	-5%	-3.1	5%
COc1ccc(Cn2c(=O)oc3ccccc32)cc1OC	-14%	-10%	-20	-11%	-5%	13%	-1.0	7%
CN1CCN(C2Cc3cc(F)ccc3Sc3ccc(Cl)cc32)CC1 (stereo unspecified)	21%	-8%	8	-11%	-6%	-4%	-0.6	-4%
Cc1ccc(NC(=O)c2cc([N+](=O)[O-])ccc2NCc2cccnc2)cc1	17%	13%	nt	-4%	-2%	-5%	-3.1	9%
COCc1ccc(-c2c(-c3cccc(OC)c3)sc3ccc(OC)cc23)cc1	-18%	-4%	17	6%	6%	1%	0.2	-6%
CN(Cc1ccc(-n2cccn2)cc1)C(=O)c1cnn2c1NC(c1ccco1)CC2C(F)(F)F (stereo unspecified)	nt	0%	4	-10%	-1%	-36%	-5.0	7%
CCN1CCN(C(=O)c2cc(COc3ccc(F)cc3F)on2)[C@@H](C)C1=O	-23%	-4%	2	-11%	4%	-3%	-2.8	-3%
O=C(N/N=C/c1ccc(F)cc1)c1cccc(NC(=O)c2ccc(F)cc2)c1	25%	1%	4	-1%	2%	-4%	-4.4	10%
O=C(Cc1ccccc1)NC(Nc1ccccc1)C(Cl)(Cl)Cl (stereo unspecified)	3%	-13%	-4	-9%	12%	-5%	0.0	2%
COc1ccc(C(=O)/C=C/c2cc(OC)c(O)c(OC)c2)c(F)c1	1%	-25%	1	2%	-29%	-9%	0.8	6%
CCCC1NC(=O)NC(C)=C1C(=O)OCC (stereo unspecified)	-9%	1%	nt	-2%	5%	-1%	-3.3	0%
CNC(=O)COc1ccc(S(=O)(=O)N2CCCC2)cc1	4%	-2%	-27	5.3µM*	5%	-19%	0.5	-7%
O=C(CN1CCN(c2ccccn2)CC1)N(c1ccccc1)c1ccc2ccccc2c1	28%	-3%	6	-24%	21%	-2%	-0.3	8%
CN(C)S(=O)(=O)c1cccc(C(=O)OCC(=O)NCc2ccc3c(c2)OCO3)c1	-2%	-9%	3	-3%	10%	7%	2.0	9%
CC1(C)COC(c2ccccc2Cl)OC1	-13%	3%	0	-3%	5%	6%	0.3	2%
O=c1cc(CSc2n[nH]c(-c3ccncc3)n2)nc2sccn12	5%	6%	?	-11%	-13%	0%[11.6 µM]	-1.2	3%
CC(=O)NC(c1cccc(F)c1)c1nc(-c2ccc3ccccc3c2)cs1 (stereo unspecified)	-15%	-7%	14	5%	5%	-1%	-0.4	-9%
CCCNC(=O)N1CCCC(C(N)=O)C1 (stereo unspecified)	-7%	-11%	4	-5%	-10%	-16%	-4.7	2%
O=C(c1ccc(Cn2c(=S)[nH]c3ccc(N4CCOCC4)cc3c2=O)cc1)N1CCC(N2CCCCC2)CC1	11%	1%	6	-8%	-8%	-20%	-0.4	-5%
COc1cccc(NC(=O)CN2C(=O)NC3(CCc4ccccc43)C2=O)c1 (stereo unspecified)	15%	-15%	0	0%	-5%	-5%	-0.1	5%
Oc1ccccc1-c1cncn1Cc1ccccc1	25%	5%	4	-5%	-23%	-1%	-4.1	9%
COCCNC(=O)c1cc(-c2ccc(OC)c(OC)c2)on1	22%	8%	nt	-1%	0%	1%	-0.2	1%
O=C(CSc1cn(CCNC(=O)c2ccc3ccccc3c2)c2ccccc12)NCc1ccco1	7%	-30%	0	-18%	-16%	-3%	-3.1	-1%
Cc1cc(=O)[nH]c(N/N=C/c2cccc(Br)c2)n1	-10%	-1%	-7	-12%	0%	15%	-2.2	-22%
CCOc1ccc(NC(=O)CCN2C(=O)c3cccc([N+](=O)[O-])c3C2=O)cc1	3%	-11%	-1	-6%	-16%	0%	0.0	-10%
COc1ccc(N(Cc2cc(=O)[nH]c3ccccc23)C(=O)CCl)cc1	21%	-8%	2	-28%	-3%	1%	-0.7	10%
CC1CC(C)(C)OC(c2ccc(C(C)C)cc2)O1 (stereo unspecified)	nt	7%	11	-1%	4%	-14%	-1.5	-9%
Cc1ccc(S(=O)(=O)N2CCN(c3nc(CN4CCCC4)nc4sc(C)c(C)c34)CC2)cc1	33%	-8%	-15	-1%	-6%	-2%	0.4	2%
O=C(CNS(=O)(=O)c1c(Cl)cccc1Cl)N1CCCCCC1	?	-16%	2	-17%	-3%	-8%	0.1	-1%
COc1cccc(CNC(=O)C(C)n2nc(C)n3c(cc4occc43)c2=O)c1 (stereo unspecified)	-11%	-23%	-2	-18%	9%	9%	1.9	-9%
COc1cc([N+](=O)[O-])ccc1NC(=O)COC(=O)c1n[nH]c2ccccc12	3%	-28%	-16	-9%	14%	24%	-4.4	9%
COc1ccc(S(=O)(=O)N(C)CC(=O)NCCC2=CCCCC2)cc1OC	48%	-5%	nt	-10%	-5%	2%	-2.2	6%
CCOC(=O)C(=O)NCC(c1cccs1)S(=O)(=O)c1ccc(F)cc1 (stereo unspecified)	-3%	2%	-3	4%	-5%	1%	0.9	1%
O=C(/C=C/c1ccc(F)cc1)NC(=S)Nc1ccccc1C(=O)NC1CCCCC1	nt	-17%	3	3%	9%	1%	-0.5	-5%
O=C(N/N=C/c1ccc(Br)s1)c1ccc([N+](=O)[O-])cc1	3%	-3%	7	-16%	-4%	-31%	0.8	10%
CCOC(=O)c1c(NC(=O)CC)sc(C(C)=O)c1C	-8%	5%	-7	11µM*	-19%	15%	1.6	-3%
COc1ccc(-n2c(C)cc(C(=O)CSc3nnc(-c4cccs4)o3)c2C)cc1	?	0%	-6	2%	7%	-11%	-2.5	5%
CCCCC(CC)C1OCC(CN2CCCC2)O1 (stereo unspecified)	2%	-4%	1	-11%	16%	-5%	-0.8	10%
COC(=O)c1ccccc1NC(=O)C1CCCN(S(=O)(=O)c2ccccc2)C1 (stereo unspecified)	19%	-7%	nt	0%	5%	-14%	-0.8	2%
COc1ccccc1-c1c(C#N)c(N)nc2c1CCC2	16%	-11%	3	3%	-11%	2%	-2.7	-3%
Brc1cccc(-c2cnc3n2CCCCC3)c1	-9%	-4%	5	-3%	12%	-2%	0.4	12%
O=[N+]([O-])c1cc(S(=O)(=O)NCCc2ccccn2)ccc1Cl	nt	-2%	-1	-8%	4%	-9%	-4.6	-5%
CC(=O)c1cccc(CN2CCN(C(C)C)C(CCO)C2)c1 (stereo unspecified)	3%	-7%	1	-3%	7%	2%	-4.0	-10%
